From PubChem
SIAE inh – human SIAE inhibition, primary screen; inhibition, % at 9.66 µM; SIAE FP-Rh probe binding, fluorescence polarization; Q9HAT2; 370,000 tested, 0.69% active;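 active means inhibition above a cutoff: mean of compounds within the control limits plus 3 SD of those, cut at about 17% in these data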;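 further: 0% = plate median of compound wells and 100% = probe without SIAE protein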
Target sequence (Q9HAT2 whole entry, looked up): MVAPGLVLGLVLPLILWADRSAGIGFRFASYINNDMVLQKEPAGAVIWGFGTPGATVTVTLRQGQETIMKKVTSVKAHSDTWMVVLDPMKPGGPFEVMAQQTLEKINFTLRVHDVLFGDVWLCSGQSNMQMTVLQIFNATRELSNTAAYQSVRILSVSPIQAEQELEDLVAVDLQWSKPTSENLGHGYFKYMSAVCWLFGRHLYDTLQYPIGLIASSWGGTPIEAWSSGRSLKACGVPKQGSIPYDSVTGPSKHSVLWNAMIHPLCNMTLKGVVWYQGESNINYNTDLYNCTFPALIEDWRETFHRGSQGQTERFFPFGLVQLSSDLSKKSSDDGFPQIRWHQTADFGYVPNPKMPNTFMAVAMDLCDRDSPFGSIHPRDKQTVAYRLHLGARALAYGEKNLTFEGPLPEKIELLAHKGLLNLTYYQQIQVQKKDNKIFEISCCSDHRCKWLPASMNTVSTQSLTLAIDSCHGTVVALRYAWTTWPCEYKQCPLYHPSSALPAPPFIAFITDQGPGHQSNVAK
rCAG binder – r(CAG) repeat RNA binding; inhibition, % at 3 µM; TO-PRO-1 dye displacement fluorescence; 370,000 tested, 1.3% active;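 active means inhibition above the plate cutoff, the mean of all test compounds on that plate plus 3 SD, cut at about 35% in these data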;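 further: 0% = DMSO alone and 100% = 100 µM mitoxantrone as full dye displacement; higher means more dye released from RNA so lower well fluorescence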
LEDGF integ inh – blocks HIV-1 LEDGF/p75-dependent DNA integration; TR-FRET IN-LEDGF/p75 DNA integration, Eu/Cy5; inhibition, % at 3.7 µM; 370,000 tested, 0.64% active;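 active means inhibition above the screen-wide mean plus 3 SD, cut at about 13% in these data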;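 further: signal is the Cy5 over europium emission ratio at 671 and 618 nm; 0% = plate median of compound wells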
TDP2 inh – TDP2 (human) inhibition, absorbance primary screen; inhibition, % at 12.8 µM; 370,000 tested, 0.34% active; O95551; recombinant TDP2, T5PNP hydrolysis, p-nitrophenol absorbance 415 nm;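 active means inhibition above the mean of all tested compounds plus 3 SD, set per campaign, cut at about 25% in these data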;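 further: 0% = DMSO with enzyme and 100% = buffer with substrate but no TDP2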
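Evaluation: % inhibition relative to enzyme-containing and enzyme-free wells. Material: recombinant human TDP2. Benchmarks: enzyme-free and DMSO wells. Timing: enzyme reaction with compound for 2 h at 37 °C. Compound dosing: 12.8 µM only. Measured by: p-Nitrophenol epi absorbance. Reagent: T5PNP substrate at 5 mM, a TopII-DNA adduct mimic. Replication: single well per compound.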
HTRA1 inh – inhibitors of human serine peptidase HTRA1; Q92743; recombinant HTRA1, FP-rhodamine activity-based probe, fluorescence polarization; inhibition, % at 5.96 µM; 340,000 tested, 0.5% active; AID 504803; in the data active means inhibition above about 36%;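 further: 0% = enzyme with DMSO and 100% = wells lacking enzyme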
Target sequence (Q92743 whole entry, looked up): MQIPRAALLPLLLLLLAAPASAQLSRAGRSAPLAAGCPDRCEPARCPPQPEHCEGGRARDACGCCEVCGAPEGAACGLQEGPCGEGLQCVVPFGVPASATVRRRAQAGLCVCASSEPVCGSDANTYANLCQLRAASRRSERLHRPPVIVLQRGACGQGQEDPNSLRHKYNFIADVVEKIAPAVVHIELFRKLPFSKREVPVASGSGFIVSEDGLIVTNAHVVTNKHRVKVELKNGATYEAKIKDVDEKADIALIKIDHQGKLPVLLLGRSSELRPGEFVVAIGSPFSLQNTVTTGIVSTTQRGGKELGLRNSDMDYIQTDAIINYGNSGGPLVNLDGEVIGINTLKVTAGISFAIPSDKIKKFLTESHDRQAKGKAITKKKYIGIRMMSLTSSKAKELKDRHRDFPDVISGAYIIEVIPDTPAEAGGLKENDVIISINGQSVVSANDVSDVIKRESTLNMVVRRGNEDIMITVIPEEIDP
PG9 Ab binder – PG9 antibody binding by small molecule. TR-FRET gp120-PG9 antibody binding. 360,000 tested, 0.43% active. inhibition, % at 6.7 µM; in the data active means inhibition above about 8.5%
NR1D1 modulator – Rev-erb alpha (human) modulation; AID 1259318; 370,000 tested, 0.79% active; Rev-erbα–FITC-DNA binding, fluorescence polarization, 90 min; activity, % at 10 µM;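 active means activity above about 14%, limit read from the data; passing the limit was not always enough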;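 further: 0% = DMSO wells with 35 nM protein and 100% = DMSO wells with 750 nM protein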
TCR-CD3 inh – human TCR-CD3 binding inhibition; TAMRA-labeled TCR probe fluorescence, biochemical; inhibition, % at 9.4 µM; 360,000 tested, 0.37% active; AID 651800; in the data active means inhibition above about 19%;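 further: recombinant mutant TCR 2C K166C tagged with TAMRA read by polarization; 0% = receptor in buffer alone and 100% = receptor with positive control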
ABHD4 inh – inhibits mouse alpha/beta hydrolase domain 4; Q8VD66; purified mABHD4, FP-Rh probe fluorescence polarization; inhibition, % at 8.92 µM; 370,000 tested, 0.54% active; AID 720543;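 active means inhibition exceeding the mean over every tested compound plus 3 SD, cut at about 30% in these data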;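 further: 0% = plate median of compound wells and 100% = S159A mutant with DMSO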
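Assay system: mABHD4 protein; medium: HEPES pH 7.0, NaCl, Pluronic buffer; dosing: 8.92 µM, single dose; schedule: 45 min + 60 min at 25 °C; signal: FP readout, ex 525 nm / em 598 nm; read-out: normalized percent inhibition of probe labeling; repeats: single replicate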
PRMT1 inh – blocks human protein arginine methyltransferase 1. 370,000 tested, 1.3% active. inhibition, % at 2.79 µM. recombinant PRMT1, activity-based probe fluorescence polarization;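 active means inhibition above about 21% made by adding two undisclosed values, limit read from the data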
The depositor's hits bear a star; · = not tested or not shown. Some of the compounds tested; count on the stated rates, not on these rows.

Results follow in this order: SIAE inh, rCAG binder, LEDGF integ inh, TDP2 inh, HTRA1 inh, PG9 Ab binder, NR1D1 modulator, TCR-CD3 inh, ABHD4 inh, PRMT1 inh
1. CCc1ccc(NC(=O)[C@H](Cc2c[nH]c3ccccc23)NC(=O)[C@@H]2Cc3ccccc3CN2)cc1
 : 3.2, 2.3, -3.0, 9.3, -11.2, -1.2, 1.0, 5.1, 6.8, -1.7
2. Cc1c(C2(O)CCCCC2)[nH]c2cnccc12
 : 23.5*, 6.6, -0.4, 14.3, 2.0, -0.1, -2.3, 2.8, -2.0, -3.6
3. Brc1cc2[nH]cnc2c2ccccc12
 : 9.6, 9.9, 7.7, -4.0, -4.4, 5.4, 4.8, -8.1, 19.6, 0.3
4. CCCCCCc1cc2cc(S(=O)(=O)c3ccc(Cl)cc3)c(=O)oc2cc1O
 : -1.5, 16.7, -0.2, 0.2, -1.5, -1.5, -10.0, -2.9, -2.9, -6.8
5. COc1ccc(CCC(=O)NCc2cnn(C)c2)cc1
 : 2.4, -3.1, -3.7, 3.0, 0.5, 0.5, 3.8, -2.7, 10.4, 2.2
6. Cn1c(=O)n(C)c2cc(NC(=O)c3ccccc3)ccc21
 : -4.0, 3.2, 1.6, 2.9, -8.6, -1.7, 0.2, -8.4, 8.1, -1.6
7. CCCCC(=O)N(C)c1c(C)nc2ccc(C(=O)N3CCN(C(C)=O)CC3)cn12
 : -1.0, 2.5, 0.5, -6.8, ·, 0.2, 6.0, -2.0, -1.8, -5.3
8. O=C(NCC1CCCC(CNC(=O)N2CCc3ccccc32)C1)N1CCc2ccccc21 (stereo not given)
 : 10.4, -1.6, -3.6, 3.8, -8.7, -2.5, -0.4, 10.0, -9.7, -2.2
9. OCC1(Cc2ccc(Cl)cc2)CCN(Cc2ccc3nsnc3c2)CC1
 : -7.9, -4.5, 1.2, -3.4, -11.5, -1.6, -0.9, 3.0, -5.4, 2.3
10. N#CCN1CCN(CC(=O)Nc2ccc(OCc3ccccc3)cc2)CC1
 : 2.6, -0.2, 3.5, 2.9, -1.4, -0.6, 2.4, 0.7, -7.4, 1.4
11. Cc1cc(C(=O)CN2C(=O)NC3(CCCC3)C2=O)c(C)n1-c1ccc2c(c1)OCO2
 : 3.6, -1.8, 3.7, -6.4, -11.1, -0.4, -2.8, 2.8, -1.3, 0.2
12. Cc1ccc(C)c(OCC(=O)Nn2c(C)nc3ccccc3c2=O)c1
 : -3.8, -0.8, -2.8, -1.4, 4.6, 1.4, -1.0, 5.0, 1.1, -3.2
13. CCOC(=O)CCC(=O)Nc1ccc(S(=O)(=O)N2CCC(C)CC2)cc1
 : -2.7, 1.2, 4.3, -8.7, 3.0, 0.4, 1.8, 0.2, 8.5, -0.5
14. CCCCCSc1nnc(-c2ccccc2NC(C)=O)c(=O)[nH]1
 : 5.5, 1.2, 2.6, 0.5, 1.2, 0.7, 4.5, -4.5, 0.3, -2.5
15. CCCOc1ccc(CSCCNC(=S)Nc2ccccc2)cc1
 : 1.0, -3.9, -3.9, 4.2, -32.6, -2.0, -0.1, 0.5, -20.2, -1.0
16. C=CCN1CCN(C(=O)c2c(-c3ccccc3)noc2C)CC1
 : -2.4, -4.8, -2.8, -13.6, 4.6, 0.9, 3.3, 1.9, -8.5, 3.2
17. COC(=O)Nc1ccc(S(=O)(=O)N2CCCc3ccccc32)cc1
 : -9.2, -0.5, -6.4, -13.1, -23.0, -3.0, -2.2, 4.8, -12.6, 1.3
18. COc1ccc(NS(=O)(=O)c2ccc3oc(SCC(N)=O)nc3c2)cc1
 : 9.0, 3.3, 2.1, 8.0, 6.8, -0.2, 1.6, 2.4, 4.5, -5.0
19. COc1ccc2nc(/N=C\N(C)C)sc2c1
 : 1.9, 1.7, 0.2, 4.2, -2.1, -0.6, 1.9, -2.4, 12.2, 1.3
20. Cc1cc(OC(=O)c2cc(C(F)(F)F)cc(C(F)(F)F)c2)c([N+](=O)[O-])c(=O)[nH]1
 : 5.8, -0.9, 0.4, 2.0, 3.4, 1.7, 3.8, 4.5, -0.6, 0.0
21. Cn1c(C(=O)NC2CCCC2)cc2c(=O)n(C)c3ccccc3c21
 : -9.5, 3.0, 3.3, 6.3, -6.2, -1.8, -3.9, -5.0, -4.4, -4.8
22. Cc1cccc(OCC(=O)N(C)CC(=O)Nc2cccc(F)c2)c1C
 : 2.0, 2.5, 1.7, 2.7, 0.9, 1.1, -6.6, 0.6, -3.5, -1.0
23. CCN(CC)c1ccc2c(C)cc(=O)oc2c1
 : -6.1, 0.2, 0.2, -5.3, -3.3, -2.4, 2.2, 6.1, 1.8, -5.3
24. CCN(C1CCS(=O)(=O)C1)S(=O)(=O)c1cccs1 (stereo not given)
 : 6.2, 2.0, 2.4, -12.6, -1.3, -2.8, -2.5, 2.8, -2.7, -0.3
25. COCCSc1ncccc1-c1nc2ccccc2[nH]1
 : 5.5, 5.1, 0.9, 1.2, ·, ·, -1.9, ·, 3.7, -2.3
26. Cc1ccc2c(ccc[n+]2CC(=O)c2ccccc2)c1
 : 4.7, 7.7, -2.8, -2.0, 8.1, -2.2, 3.2, 3.5, -1.1, -0.3
27. NS(=O)(=O)c1ccc(N2N=C(c3ccccc3)CC2c2ccccc2Br)cc1 (stereo not given)
 : -4.8, 12.0, -2.6, -2.3, -33.7, 1.9, -7.7, -0.2, -19.7, 4.9
28. COc1ccc(C(=O)NCCCc2nc3ccccc3n2Cc2ccccc2C)cc1OC
 : -5.8, 0.1, 4.4, -2.8, -5.1, 1.2, 2.7, 2.0, -5.5, 0.9
29. O=C(N/N=C/c1c(F)cccc1Cl)c1cc(C2CC2)[nH]n1
 : -8.7, 0.7, -1.0, 3.8, 0.8, -1.5, 3.3, -0.5, -4.9, 5.3
30. CN(Cc1ccccc1)C(=O)c1cccc(NC(=O)Cc2ccc(NC(=O)C3CCN(C(=O)C4CCC4)CC3)cc2)c1
 : 3.3, 7.2, -0.2, -2.6, -4.2, -1.2, -3.2, 0.9, 0.4, 5.6
31. COc1cc(/C=N/NC(=O)COc2ccc([N+](=O)[O-])cc2)ccc1OCC(=O)N1CCOCC1
 : 0.3, -3.8, -2.0, -1.6, -7.8, 1.2, 1.1, 3.1, -4.6, 3.4
32. Nc1nc(N)nc(-c2ccc(Cl)c(Cl)c2)n1
 : 5.5, 5.4, -2.5, 4.3, -8.9, 1.6, 2.9, -4.0, 1.4, -2.2
33. Cc1ccc(NC(=O)CN2C(=O)CNC2=O)cc1
 : -0.9, -2.1, 0.6, 3.2, -2.7, 0.8, -4.4, 1.0, -2.7, -1.3
34. CC(=O)Nc1ccc(-c2cc(C(=O)O)c3cc4ccccc4cc3n2)cc1
 : 1.1, 0.2, 0.6, -2.3, 0.6, -1.3, 3.8, 1.2, 1.1, -1.1
35. CCn1c(SCC(=O)N2CCN(c3ccccc3)CC2)nc2c(c1=O)SC(C)C2 (stereo not given)
 : 4.2, 2.3, -0.8, -4.1, -5.5, -2.0, -0.7, 9.2, 0.7, -3.0
36. O=C(CCSc1ccccc1)Nc1ccc(S(=O)(=O)Nc2ncccn2)cc1
 : 1.6, 3.5, -2.6, 8.1, -3.8, -2.2, 0.2, 7.1, 0.1, 1.8
37. COc1ccc(NC(=O)C2CCCCN2N)cc1OC (stereo not given)
 : -1.2, 3.5, -1.4, 0.6, -6.4, -1.5, 0.7, 6.0, 2.0, -0.6
38. Cc1ccccc1OCC(=O)Nc1nnc(S(=O)(=O)N2CCCC2)s1
 : -6.8, 37.6*, -0.3, -2.1, -12.2, -1.0, -7.5, -8.8, -6.9, 7.0
39. Cc1coc2cc3oc(=O)c(CC(=O)N[C@@H](CC(C)C)C(=O)O)c(C)c3cc12
 : -3.4, 10.7, -2.1, -8.6, -3.6, 0.5, -6.2, -10.4, -0.2, 1.3
40. CCC(=O)Oc1ccc2c(=O)c(-c3ccc4ccccc4n3)c(CC)oc2c1C
 : -1.9, 1.1, 4.1, -14.1, 3.5, -1.3, 10.6, -2.8, -1.6, -1.9
41. CN(CC(=O)Nc1nc2ccccc2s1)S(=O)(=O)c1ccccc1
 : -1.9, 1.4, -0.5, -5.5, -8.2, -1.1, -3.0, 9.5, -5.4, -0.6
42. COc1ccccc1C(=O)Nc1nnc(-c2ccc(Cl)cc2)o1
 : -0.1, 2.1, -1.9, 11.3, 3.6, -0.6, -5.0, 6.1, -9.9, -5.2
43. COc1cccc(C(N)c2nc(-c3cc(F)cc(F)c3)cs2)c1 (stereo not given)
 : 0.5, 4.2, -2.3, 0.1, ·, 0.8, -1.1, -5.8, 0.4, 2.9
44. CCCCNC(=O)CCCCCn1c(=O)[nH]c2cc(OC)c(OC)cc2c1=O
 : 4.9, -6.0, 0.6, 11.1, 3.0, 0.1, -7.3, 3.7, -1.7, -2.8
45. CC(C)[C@H](NC(=O)c1cccc(S(=O)(=O)N2CCOCC2)c1)C(=O)Nc1nccs1
 : -11.0, -1.7, -0.7, -2.9, 3.6, -0.5, -2.1, 8.5, -5.5, 1.9
46. COC(=O)C1=C(C)NC(=O)CC1c1ccccc1OC (stereo not given)
 : 0.6, 1.5, 0.4, -3.8, 1.4, -1.1, 9.5, 3.8, -1.6, -1.6
47. CCC(C)Sc1nc2c(c(=O)[nH]c(=O)n2C)n1Cc1ccc(Cl)cc1 (stereo not given)
 : -0.2, -0.6, -0.7, 3.5, -1.5, 2.0, 0.3, 3.6, 1.4, -0.8
48. COc1ccc(COC(=O)c2n[nH]c3ccccc23)cc1F
 : -11.8, 2.9, 0.7, -8.8, -42.3, 1.7, 0.0, -2.8, -25.3, 1.8
49. C/C(=N\NS(=O)(=O)c1c(C)cc(C)cc1C)c1ccncc1
 : -0.1, -0.5, 3.0, 9.9, 5.5, -1.1, 0.4, -9.3, 6.3, -0.6
50. CCCn1c(N)c(C(=O)NS(=O)(=O)c2ccc(C)cc2)c(=O)n(C)c1=O
 : 0.7, -1.1, -3.7, -5.5, 17.4, 0.4, -6.0, -5.8, 2.4, 2.8
51. Cc1cccc(-n2c(O)c(C=Nc3ccc4c(c3)OCO4)c3ccccc3c2=O)n1
 : 7.1, -1.1, -0.1, -6.2, 5.6, -0.9, 7.2, 5.4, 7.0, 1.5
52. CCOC(=O)c1cc(-c2ccccc2)n(Cc2cc(CC)no2)n1
 : -6.2, -7.6, 2.8, 2.9, -4.1, 0.4, 5.4, -2.9, 8.8, -1.6
